MT stabilizer = microtubule stabilization, imaging screen | HeLa tubulin immunostaining HCS, 24 h; share of cells brighter than vehicle mean+2SD | % tubulin-high responders, % at 10 µM | hit rate 0.83% among 200,000;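 active = plate Z-score above 3 for both tubulin-high and condensed-nucleus cell shares, with cell loss under 80%, at 10 µM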;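 also: anti alpha tubulin signal scored within the nucleus-defined area of each cell; some results filed as inactive read as strong as hits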
Insulin prom up = MIN6 insulin promoter up-regulation. MIN6 insulin promoter-GFP reporter, high-content imaging; stronger effect = higher value. z-score at 5 µM. hit rate 0.3% among 190,000;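 active = z-score above 3 at 5 µM with at least 500 cells counted in the well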
HEK293 NOD2/NF-kB = inhibition of NOD2-driven NF-kB reporter – cell-based, luminescence, uHTS, HEK293 (AID 1566); HEK293 NOD2/NF-kB luciferase reporter, luminescence; higher % means a stronger effect; one-dose inhibition, % at 4 µM; EC50 in µM for titrated hits; hit rate 0.63% among 290,000; in the data active = inhibition above about 50%; also: many of its hits are not listed in these tables
M17LAP inhibition = P. falciparum M17LAP inhibitors, primary screen, biochemical, fluorogenic H-Leu-NHMec substrate, 1536-well (AID 1619) | recombinant M17LAP, H-Leu-NHMec fluorogenic kinetic assay; higher % means a stronger effect | inhibition, % at 30 µM, or IC50 in µM where a hit was titrated | hit rate 0.38% among 220,000;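 active = compound inhibiting the enzyme by more than half at any dose during confirmatory dose-response retesting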;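 also: plate controls were full reaction with DMSO carrier for no effect and no enzyme background for full effect; strong numbers were not always called active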
Yfh1-off respiration = enhancers of respiration in Yfh1-depleted yeast, dose response, Friedreich's ataxia, plus single-dose screen (AID 1465); S. cerevisiae Yfh1-off respiration, WST-1 reduction, 72 h; higher fold induction means a stronger effect; fold induction at 50 µM; hits with a dose series show EC50 in µM; hit rate 0.074% among 220,000;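 active = fold induction of absorbance versus untreated yeast above a set limit, then at least 30% activation at any dose in follow-up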;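 also: activators that raise dye reduction in frataxin-depleted yeast; strong numbers were not always called active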
Autophagy HCS = alters autophagy in cells. MEF GFP-LC3 puncta imaging; test concentration mostly 10 µM. calls only at 10 µM (by protocol). hit rate 0.98% among 190,000;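 active = percentage of spot-positive cells more than 3 SD above its plate mean, without a fluorescence outlier flag or 80% toxicity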;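 also: spot-positive cell cutoff set from DMSO-treated cells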
bCat nuc transl = modulators of beta-catenin nuclear translocation; HeLa beta-catenin nuclear translocation, immunofluorescence imaging; nuclear translocation activity, % at 5 µM; hit rate 0.3% among 190,000; AID 1665;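 active = nuclear translocation activity above 50% at 5 µM, with a well cell count of 50 or more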;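 also: per-cell ratio of nuclear to cytoplasmic median beta-catenin stain intensity; plate controls were DMSO negative control for no effect and GSK-3 inhibitor IX positive control for full effect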
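Test system: human HeLa cells, native beta-catenin. Compound dosing: 5 µM primary single dose, 0.1% DMSO, 0.02–20 µM confirmation series. Incubation: compound exposure 24 h at 37°C. Detection: beta-catenin immunostaining with DAPI counterstain, 20x imaging, 6 fields/well. Read-out basis: Nuclear/cytoplasmic beta-catenin signal ratio, % activation.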
Dynein cargo inh = blocks dynein driven cargo transport along microtubules; 3617.4 mouse cells, GR-EGFP nuclear translocation imaging; test concentration mostly 20 µM; stimulated with dexamethasone, 1 µM; stronger effect = lower value; z-score, hits read low; hit rate 0.47% among 220,000; AID 1381;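 active = plate z-score of nuclear minus cytoplasmic receptor signal below a set negative limit, without overly bright fluorescence or cell loss, cut at about -3.5 in these data, passing the limit was not always enough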;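 also: z-score of nuclear minus cytoplasmic ring GR-EGFP intensity difference per well; some compounds called inactive have numbers as strong as hits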
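Buffer or medium: Induction medium lacking tetracycline, stripped serum | Also added: Dexamethasone agonist, 1.0 µM final, for 30 min | Timing: 48 h induction, 1 h compound, 30 min dex at 37 °C | Detection: Formaldehyde fixation, Hoechst nuclear stain, 10x automated fluorescence imaging | Measure: Nuclear versus cytoplasmic GR-EGFP signal, averaged per well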
NOD1 inhibition = NOD1 signaling inhibitors, primary screen, cell-based, luminescence, uHTS (AID 1578) | inhibition, % at 4 µM; hits with a dose series show EC50 in µM | hit rate 1% among 290,000 | NOD1-driven NF-kB luciferase reporter cells, luminescence; higher % means a stronger effect; in the data active = inhibition mostly above about 36%, no sharp cut-off; inactive = mostly below about 34%;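 also: HEK-293T reporter cells stimulated with the NOD1 agonist gamma-tri-DAP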
Dynein cargo inh cytoplasmic EGFP = further read-out of Dynein cargo inh, marked with its call; z-score; measured here: cytoplasmic GR-EGFP intensity; stronger effect = higher value
Dynein cargo inh nuclear GR-EGFP = second read-out of Dynein cargo inh, no call of its own (marks repeat the call); z-score; measured here: nuclear GR-EGFP intensity;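 lower value marks the stronger effect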
Dynein cargo inh cell count = further read-out of Dynein cargo inh, marked with its call; z-score; measured here: cell count per field
Insulin prom up cell count = also measured in Insulin prom up; calls as there; cell count; measured here: cytotoxicity, nuclei count;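 total cells summed across four imaged fields per well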
bCat nuc transl cell count 5 µM = recorded beside bCat nuc transl, whose call it bears; cell count; measured here: cell count, cytotoxicity flag
MT stabilizer Hoechst-high % = recorded beside MT stabilizer, whose call it bears; % Hoechst-high responders; measured here: nuclear condensation Hoechst responders;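 share of cells brighter than vehicle mean plus two SD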
MT stabilizer cytotoxicity % = second read-out of MT stabilizer, no call of its own (marks repeat the call); toxicity, %; measured here: cytotoxicity by cell density;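 0% = mean cell density of plate MIN control wells and 100% = no cells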
Autophagy HCS cell loss 18 h = recorded beside Autophagy HCS, whose call it bears; toxicity, %; measured here: cell loss, nuclei count;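 cell loss after 18 h compound exposure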
* marks the source's active call; other numbers are inactive results; i = inactive; / = not tested or not shown; + = active, no number. These rows are one share of the data, so the mix of outcomes need not match the whole.

SMILES	MT stabilizer	MT stabilizer Hoechst-high %	MT stabilizer cytotoxicity %	Insulin prom up	Insulin prom up cell count	HEK293 NOD2/NF-kB	M17LAP inhibition	Yfh1-off respiration	Autophagy HCS	Autophagy HCS cell loss 18 h	bCat nuc transl	bCat nuc transl cell count 5 µM	Dynein cargo inh	Dynein cargo inh cytoplasmic EGFP	Dynein cargo inh nuclear GR-EGFP	Dynein cargo inh cell count	NOD1 inhibition
Cc1ccc(-n2c(-c3cnccn3)n[nH]c2=S)c(Br)c1	1.3	1.5	8.1	0.38	1435	-5%	-2%	i	i	8	-0.4	947	-0.48	-0.17	-0.32	-0.72	-26%
Cc1nc2ccccc2c(=O)n1Nc1cccc(Cl)c1	2.9	3.5	4.9	-0.12	1348	9%	-6%	i	i	13	0.7	471	-0.053	-0.23	0.65	-0.097	28%
CCOC(=O)C1=NNC2(c3ccc(Cl)cc3)C(=O)N(c3ccc(C)cc3)C(=O)C12 (stereo not given)	5.6	2.0	7.6	0.6	2257	17%	-1%	i	i	3	-0.3	963	-0.39	-0.23	-0.2	-0.021	-49%
CN(C)CCNCCCOc1ccccc1-c1ccccc1	3.7	2.1	10	-0.38	1524	12%	-5%	i	i	-15	0.9	1483	-0.4	-0.3	-0.68	0.75	-25%
O=C1C=CC(=O)N1c1ccc(OC(F)F)cc1	4.0	1.1	5.9	0.13	1360	9%	-2%	i	i	-5	4.6	550	-0.67	5.1	0.054	-2.7	-33%
COc1ccc(C(=O)Nc2cccc(C)c2)cc1S(=O)(=O)N1CCOCC1	2.9	1.4	3.4	-0.35	902	9%	-3%	i	i	-2	/	/	-1.2	-0.25	-0.59	1.2	2%
O=C(c1cc(-c2ccncc2)nc2ccc(Br)cc12)N1CCN(Cc2ccc3c(c2)OCO3)CC1	6.0	3.0	4.3	-0.26	1399	24%	10%	i	i	5	-0.1	1458	-0.84	-0.073	0.12	0.62	-15%
COc1ccc(NC(=O)c2ccc3c(c2)OCO3)cc1Cl	1.4	1.1	3.3	-0.18	1401	-176%	-20%	i	i	41	0.2	1332	-0.58	-0.22	-0.23	0.55	-93%
CC(C)(C)c1nnc(NC(=O)NS(=O)(=O)c2ccccc2)s1	2.9	2.9	7.2	/	/	10%	13%	i	i	7	/	/	0.18	-0.21	-0.062	-0.34	17%
NC(=O)C1(N2CCCCC2)CCN(C(=O)CSc2nc(C(F)(F)F)cc(=O)[nH]2)CC1	1.3	1.2	9.7	0.11	1205	3%	1%	i	i	-1	0.0	1076	-0.36	-0.19	-0.14	-0.37	/
O=C1c2ccccc2-c2onc3ccc(NCCCn4ccnc4)c1c23	4.4	2.3	1.2	/	/	18%	18%	i	i	39	14	1062	1.6	1.2	1.6	-0.44	-18%
COc1cccc(C(c2sc3nc(C)nn3c2O)N2CCN(c3ccccc3F)CC2)c1 (stereo not given)	3.3	1.6	6.9	-0.69	1225	8%	15%	i	i	-2	-4.8	1271	-1.4	-0.17	-0.35	5.1	-33%
CSc1n[nH]c(NCc2ccccc2)n1	3.0	1.4	3.4	0.71	1209	-2%	17%	i	i	7	0.6	937	-0.022	-0.23	-0.025	-0.85	-6%
Cc1cc(C)c2oc(=O)cc(CN3CCN(Cc4ccc5c(c4)OCO5)CC3)c2c1	5.0	1.4	1.7	-1.9	1018	-10%	-6%	i	i	26	-1.2	1017	0.22	-0.24	-0.074	-1.6	-20%
COc1ccc(CC(=O)N2CCN(c3ccccn3)CC2)cc1	2.9	1.9	4.5	0.27	1210	-2%	25%	i	i	-2	-1.4	1006	-0.26	-0.23	-0.5	-0.86	-17%
Cc1ccccc1Cc1c(C)nc2c(C(=O)N3CCN(Cc4ccc5c(c4)OCO5)CC3)cnn2c1C	2.7	1.2	5.8	/	/	/	/	i	i	-3	/	/	-0.6	-0.22	-0.07	-0.73	/
O=C(Nc1ccc2c(c1)oc1ccccc12)N1CCOCC1	2.0	1.9	6.3	-0.49	954	-34%	-12%	i	i	-12	0.4	1241	0.9	-0.2	0.44	-0.13	-66%
CCN1CCN(Cc2nc3c(c(=O)n(C)c(=O)n3C)n2C(C)C(C)=O)CC1 (stereo not given)	3.7	0.7	2.3	0.23	1195	-16%	13%	i	i	-5	-6.8	1004	-0.33	-0.34	-0.56	-0.15	-9%
CCOC(=O)c1c(-c2ccccc2)oc2ccc(O)c(CN(C)C)c12	1.9	0.9	9.5	-1.4	986	-1%	-7%	i	i	-11	/	/	4	0.31	1.9	-1.4	-29%
COc1cc(/C=N/n2c(C)n[nH]c2=S)ccc1OCc1ccccc1	3.1	2.1	6.4	-0.51	1355	-47%	-16%	i	i	1	/	/	-0.36	-0.32	-0.52	0.28	-44%
Cc1sc2ncnc(SCC(=O)NNC(=O)COc3cccc4ccccc34)c2c1C	3.7	2.7	3.9	-0.27	1635	-10%	-7%	i	i	4	-1.0	1355	-0.43	-0.062	0.48	0.077	-14%
COc1ccc(CCNC(=O)CCCn2nc(C)c([N+](=O)[O-])c2C)cc1OC	3.0	1.8	3.7	0.76	1092	20%	0%	i	i	-7	-1.3	1087	-1.8	-0.26	-0.94	1.8	0%
Cn1c(=O)c2c(ncn2CC(=O)N/N=C/c2c[nH]c3ccccc23)n(C)c1=O	/	/	/	-0.22	1308	13%	2%	i	/	/	5.2	929	0.85	-0.22	0.36	0.25	6%
CCCCOc1c(Cl)cc(CNC(C)(C)CO)cc1OCC	3.1	1.8	2.9	-0.54	1285	-2%	3%	i	i	-6	/	/	2.9	1.6	2.6	-2.4	-9%
CCC(C)NCCOCCOc1cc(C)c(Cl)c(C)c1 (stereo not given)	2.2	1.1	5.4	-1.3	1529	-11%	1%	i	i	37	0.6	1516	4.2	-0.07	2.3	-1.5	-22%
CC(Nc1c([N+](=O)[O-])c(=O)oc2ccccc12)c1ccccc1 (stereo not given)	/	/	/	/	/	17%	6%	i	/	/	-0.2	1352	-0.29	-0.26	0.69	-0.5	9%
Cc1ccc(C(=O)OCC(=O)N2CCC(Cc3ccccc3)CC2)cc1N	3.2	2.1	3.0	0.54	1493	-75%	-8%	i	i	-5	3.9	1062	0.031	-0.37	-0.0011	-0.19	-23%
CC(=O)N1CCN(c2ccc(NCc3ccc(F)cc3)cc2)CC1	2.9	3.3	9.2	-0.37	1060	-3%	-4%	i	i	15	-0.5	1145	-0.059	-0.13	0.017	0.16	-4%
Cc1ccc(S(=O)(=O)NC(C(=O)OCC(=O)NC2CCS(=O)(=O)C2)C(C)C)cc1 (stereo not given)	1.2	1.2	4.2	0.13	1813	11%	-1%	i	i	-8	1.1	975	-0.91	-0.2	-0.26	-0.14	-7%
CCOC(=O)n1c(=O)oc2cc(S(=O)(=O)N3CCOCC3)ccc21	3.4	4.5	4.2	0.49	1426	10%	0%	i	i	10	0.6	1169	-0.012	-0.15	0.012	0.32	-1%
O=C(NCC(=O)N(CCc1ccccc1)C(C(=O)NC1CCCCC1)c1ccncc1)c1ccco1 (stereo not given)	1.7	1.3	9.9	0.27	1300	-13%	7%	i	i	10	-4.1	942	-0.02	-0.18	0.098	-0.42	-21%
COC(=O)c1ccc(COc2ccc(/C=N/O)cc2)o1	2.9	2.6	7.0	/	/	-11%	12%	i	i	29	0.0	1583	-0.095	-0.18	0.14	-1.1	-24%
CC(C)(C)NC(=O)Nc1ccccc1C(N)=O	3.3	2.2	3.1	-0.27	1227	12%	6%	i	i	-8	-0.8	1071	0.49	-0.011	0.12	0.53	-23%
COc1ccccc1-c1noc(-c2ccccc2C(=O)N2CCOCC2)n1	4.9	2.8	4.6	0.29	1220	4%	10%	i	i	0	0.5	885	-0.043	-0.35	0.44	0.71	-12%
CC(=O)Nc1ccc(S(=O)(=O)NCC2CCC(C(=O)NCCCN3CCCC3=O)CC2)cc1 (stereo not given)	8.4	1.1	7.5	1.5	1197	9%	-9%	i	i	-2	/	/	0.12	-0.22	0.33	0.55	/
CC(C)(C)C(=O)N1CCN(c2ccc([N+](=O)[O-])cc2-n2cccc2)CC1	/	/	/	/	/	18%	-2%	i	/	/	0.4	1293	-0.058	-0.25	0.46	-0.21	-9%
CCN1CCN(C(=S)NCC(C)C)CC1	2.0	1.8	13	-0.52	1307	19%	8%	i	i	-6	/	/	1.1	-0.2	0.77	-1.2	-20%
Fc1cccc(-c2cc3nc4c(c(N5CCOCC5)n3n2)CCCC4)c1	3.1	2.8	2.4	-0.02	1213	-19%	8%	i	i	-9	-7.4	1145	-0.31	-0.14	0.074	-0.36	-12%
c1coc(-c2nn3c(-c4ccco4)nnc3s2)c1	2.9	1.8	6.0	-0.61	1030	4%	3%	/	i	0	-1.6	1146	-0.97	-0.19	-0.22	0.47	-37%
CCn1cc(C(=O)N2CCN(C3CCCCC3)CC2)c2cc(OC)c(OC)cc2c1=O	5.3	1.3	4.0	0.17	1375	9%	-3%	i	i	-2	/	/	2.3	1.8	2.4	-1.2	-12%
Cc1ccc2cc(CN(CCN3CCOCC3)Cc3nnnn3Cc3ccco3)c(=O)[nH]c2c1C	3.8	1.4	3.0	/	/	-1%	12%	i	+	3.2*	-3.5	965	2.8	-0.16	1.8	-1.8	-9%

Source: PubChem (several laboratories)
